Compound activity (PubChem)
SIRT5 inh: SIRT5 desuccinylase inhibitors, primary screen, biochemical, fluorescence imaging, single point, set 5; NAD-dependent protein deacylase sirtuin-5, mitochondrial (Homo sapiens), Q9NXA8; Purified SirT5, succinyl-peptide AMC, trypsin-coupled fluorescence; inhibition, % at 15 µM; 330,000 compounds, 1.1% hits; AID 652115, 2013; in the data active = inhibition above about 15%
S100A4 MyoIIA: inhibitors of S100A4-myosin IIA peptide binding, primary screen, biochemical, fluorescence polarization, TAMRA-MyoIIA peptide; Protein S100-A4 (Homo sapiens), P26447; 360,000 compounds, 0.14% hits; inhibition, % at 10.7 µM;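 active = mean inhibition of at least 70% across replicates, with every replicate also reaching that level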
Target sequence (P26447 whole entry, looked up): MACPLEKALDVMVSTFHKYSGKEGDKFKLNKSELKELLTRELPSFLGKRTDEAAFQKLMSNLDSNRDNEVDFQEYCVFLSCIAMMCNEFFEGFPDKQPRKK
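System – human S100A4 monomer protein, biochemical binding assay · Buffer or medium – Calcium-containing HEPES buffer, pH 7.2 · Timing – 5 min between mix addition and reading · Also added – TAMRA-labelled myosin IIA heavy-chain peptide probe, 5 nM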
C2C12 statin: suppressors of statin myotoxicity in C2C12 myotubes, primary screen, cell-based, single point, plate reader; C2C12 myotubes + simvastatin, ATP luminescence, 48 h; scaled: DMSO 0, geranylgeraniol control 100; rescue of ATP level, % at 7.49 µM; 330,000 compounds, 0.78% hits;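 active = mean ATP rescue above about 67%, or every replicate alone reaching that limit, limit read from the data, passing the limit was not always enough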;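 note: myotubes were challenged with 10 µM simvastatin during compound exposure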
ERAP1 HTS inh: human ERAP1 aminopeptidase inhibitors, primary screen, biochemical, single point, plate reader. 340,000 compounds, 0.15% hits. inhibition, % at 10.7 µM. Endoplasmic reticulum aminopeptidase 1 (Homo sapiens), Q9NZ08. recombinant ERAP1, Leu-AMC fluorescence, 60 min. AID 652197, 2013;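 active = mean replicate inhibition of at least 30%, or all replicates individually reaching that 30% level; inactive = mean below 30% and not every replicate reaching it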;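 note: 0% = neutral control wells and 100% = L-leucinethiol positive control wells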
Target sequence (Q9NZ08 whole entry, looked up): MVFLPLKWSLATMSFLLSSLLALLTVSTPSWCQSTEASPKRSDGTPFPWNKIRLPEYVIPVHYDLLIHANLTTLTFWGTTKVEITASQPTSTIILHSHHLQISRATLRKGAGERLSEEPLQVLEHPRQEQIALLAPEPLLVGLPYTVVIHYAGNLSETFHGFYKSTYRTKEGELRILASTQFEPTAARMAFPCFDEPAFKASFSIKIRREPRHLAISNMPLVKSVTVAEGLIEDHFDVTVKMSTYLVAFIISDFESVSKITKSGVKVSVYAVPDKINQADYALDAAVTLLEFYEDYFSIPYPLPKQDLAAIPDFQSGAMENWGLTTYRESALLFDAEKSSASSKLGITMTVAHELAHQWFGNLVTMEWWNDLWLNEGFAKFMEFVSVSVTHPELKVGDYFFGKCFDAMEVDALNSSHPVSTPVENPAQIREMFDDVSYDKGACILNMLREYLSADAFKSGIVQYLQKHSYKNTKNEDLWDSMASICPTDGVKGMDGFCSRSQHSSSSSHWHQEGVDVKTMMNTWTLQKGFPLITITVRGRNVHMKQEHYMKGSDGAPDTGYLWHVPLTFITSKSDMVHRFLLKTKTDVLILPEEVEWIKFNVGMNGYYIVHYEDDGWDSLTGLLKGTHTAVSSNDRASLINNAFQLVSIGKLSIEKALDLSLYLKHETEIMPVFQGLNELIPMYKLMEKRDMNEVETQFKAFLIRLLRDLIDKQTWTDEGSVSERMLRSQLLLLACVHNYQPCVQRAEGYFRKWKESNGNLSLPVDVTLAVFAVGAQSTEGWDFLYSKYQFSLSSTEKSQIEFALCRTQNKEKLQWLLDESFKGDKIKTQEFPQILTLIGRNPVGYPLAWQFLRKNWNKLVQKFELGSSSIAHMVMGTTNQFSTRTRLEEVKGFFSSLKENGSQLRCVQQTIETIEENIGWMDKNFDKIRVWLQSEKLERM
PGC1a acetyl inh: inhibitors of PGC1a acetylation signal, primary screen, cell-based, U2OS, AlphaScreen, inhibitor mode. AlphaScreen anti-acetyl-lysine; with virally co-expressed GCN5 acetyltransferase. inhibition, % at 15.6 µM. 350,000 compounds, 0.17% hits;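 active = every replicate shows inhibition of at least 40%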;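 note: 0% = neutral control wells and 100% = positive control wells; some results beyond the cut were filed as inactive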
Xi reactivation: activators of inactive X chromosome reactivation, primary screen, imaging, XiGFP fibroblasts, GFP high-content imaging, set 2; XiGFP mouse fibroblasts, % GFP-positive cells imaging, 3 d; cells co-treated with 5-aza-dC sensitizer; scaled so ellipticine positive control = 100%; activation, % at 7.58 µM; 360,000 compounds, 0.055% hits;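 active = mean normalized replicate activation at least 10% and every replicate at or above 10%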;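 note: 0% = median of on-plate neutral control wells and 100% = ellipticine 6 µM median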
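Schedule: 3 d treatment, 15 min room-temperature fixation; system: 68-5-11 XiGFP fibroblast line; buffer or medium: DMEM plus 5-aza-dC sensitizer; control set: ellipticine 6 µM positive control; compound: one concentration, pinned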
LGR2 inh: inhibitors of bursicon-induced LGR2 CRE-luciferase signal, primary screen, cell-based, HEK293, CRE-luciferase reporter, bursicon stimulation. Drosophila bursicon receptor LGR2 (rickets). bursicon-stimulated, 4 h. inhibition, % at 9.99 µM. 380,000 compounds, 0.35% hits;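 active = drop in luminescence signal, shown as inhibition above about 50% in the replicate tests, limit read from the data, passing the limit was not always enough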;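 note: agonist challenge used bursicon conditioned medium at about half maximal strength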
Cneo AK release: Cryptococcus neoformans cell lysis inducers, primary screen, AK release luminescence, single concentration; C. neoformans lysis, adenylate kinase release luminescence, 4 h; normalised: neutral wells 0, clomiphene wells 100; lysis activity, % at 15 µM; 360,000 compounds, 0.2% hits; AID 651654, 2012;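 active = mean lysis activity across replicates of at least 80%, whatever share of replicates individually reach that level; inactive = mean lysis activity below 80%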
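Material – log-phase Cryptococcus neoformans yeast cells · Input – 5 × 10^6 yeast cells/mL · Medium – fresh YPD growth medium · Doses – single compound concentration per well · Timing – static 4 h at 37 °C with compound, 1 h detection · Detection – adenylate kinase release luminescence · Read-out – signal increase indicating cell lysis · Control set – Clomiphene as positive lysis control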
Starred values were filed as active, the others as inactive; . = no result given.

SMILES	SIRT5 inh	S100A4 MyoIIA	C2C12 statin	ERAP1 HTS inh	PGC1a acetyl inh	Xi reactivation	LGR2 inh	Cneo AK release
CCCC(=O)c1ccc(N2CCCCC2)c(F)c1	2	11	.	2	.	0.0	-27	.
CC(C)NC(=O)C1C(c2ccc(C(F)(F)F)cc2)=Nc2ccccc2N1C(=O)c1ccccc1 (stereo unspecified)	.	0	.	0	.	-0.2	-87	.
COC(=O)[C@@]1(Cc2ccccc2CN=[N+]=[N-])COC(c2ccc(OCCCO)cc2)=N1	-1	1	.	-2	2	.	.	1
CCc1ccc(OCc2ccc(C(=O)OC)o2)cc1	-5	-3	-22	0	6	0.0	-149	-3
CC(C)n1c(SCC(=O)N2CCCCC2)nc2c1c(=O)n(C)c(=O)n2C	0	-8	0	-3	-3	-0.1	-2	.
CCN/C=C(\C#N)S(=O)(=O)c1ccc(Br)cc1	-3	-3	.	1	.	1.9	16	.
O=C1CC/C=C\C[C@@H](CC(=O)N(CCO)Cc2ccccc2)C(=O)N2CCC[C@H]2CO1	-3	0	-4	-1	4	0.0	1	-5
OCC[C@H]1C[C@@H](O)[C@H](O)[C@@]2(OCc3ccccc32)O1	-4	0	-1	1	6	-0.2	-4	-3
CCCCCCCCNc1nc(Cl)nc(NCCN2CCOCC2)n1	-2	-8	-4	-2	1	0.2	2	3
CC(=O)c1cccc(NC(=S)NNC(=O)c2ccc(C)c([N+](=O)[O-])c2)c1	.	0	-3	.	.	0.0	6	-2
CC(C)NC(=O)N(C)C[C@@H]1Oc2ccc(NC(=O)CCN3CCOCC3)cc2C(=O)N([C@H](C)CO)C[C@@H]1C	0	5	11	-2	3	0.0	-14	1
CCCNC(=O)C[C@H]1C[C@H]2c3cc(NS(=O)(=O)c4cccc(OC)c4)ccc3O[C@H]2[C@@H](CO)O1	-3	2	-3	0	5	0.1	4	-2
O=C(C[C@H]1C=C[C@@H](NS(=O)(=O)c2ccccc2)[C@H](CO)O1)NCCN1CCCCC1	3	1	0	1	4	0.1	-5	52
C[C@H](CO)N1C[C@H](C)[C@@H](CN(C)C(=O)CN(C)C)Oc2ncc(C#Cc3cccnc3)cc2C1=O	-1	9	25	2	2	0.2	4	-2
Cc1ccc(C(=O)N/C(=C\c2cccnc2)C(=O)N2CCCC2)cc1	-2	0	0	-2	.	0.0	5	.
COc1ccc(N(CC(=O)N2CCN(c3ccccc3F)CC2)S(=O)(=O)c2c(C)n[nH]c2C)cc1	-2	4	8	-3	4	0.2	.	1
CCn1cc(CN2CCC(C(=O)Nc3cccc(-c4cccc(OC)c4)c3)CC2)c(C)n1	-1	-14	-1	-3	5	0.1	-3	2
O=C(Nc1cc(S(=O)(=O)Nc2ccccc2Cl)ccc1O)c1ccc(F)cc1F	-4	-5	-7	-2	-9	0.1	1	1
COc1ccc(NC(=O)N2CC(=O)N3[C@H](CO)[C@@H](c4ccc(C#CCC5CCCC5)cc4)[C@@H]3C2)cc1	4	5	.	0	-2	0.3	3	.
CO[C@H]1CN(C)C(=O)c2cc(NC(C)=O)ccc2OC[C@H](C)N(CCC(F)(F)F)C[C@@H]1C	1	-9	-12	-5	-19	-0.5	15	-1

Taken from the listing, 6 compounds:
SMILES	SIRT5 inh	S100A4 MyoIIA	C2C12 statin	ERAP1 HTS inh	PGC1a acetyl inh	Xi reactivation	LGR2 inh	Cneo AK release
C[C@H](CO)N1C[C@H](C)[C@@H](CN(C)C(=O)CN(C)C)Oc2ncc(C#Cc3cccnc3)cc2C1=O	-1	9	25	2	2	0.2	4	-2
Cc1ccc(C(=O)N/C(=C\c2cccnc2)C(=O)N2CCCC2)cc1	-2	0	0	-2	.	0.0	5	.
COc1ccc(N(CC(=O)N2CCN(c3ccccc3F)CC2)S(=O)(=O)c2c(C)n[nH]c2C)cc1	-2	4	8	-3	4	0.2	.	1
CCn1cc(CN2CCC(C(=O)Nc3cccc(-c4cccc(OC)c4)c3)CC2)c(C)n1	-1	-14	-1	-3	5	0.1	-3	2
O=C(Nc1cc(S(=O)(=O)Nc2ccccc2Cl)ccc1O)c1ccc(F)cc1F	-4	-5	-7	-2	-9	0.1	1	1
COc1ccc(NC(=O)N2CC(=O)N3[C@H](CO)[C@@H](c4ccc(C#CCC5CCCC5)cc4)[C@@H]3C2)cc1	4	5	.	0	-2	0.3	3	.

Next compounds
SMILES	SIRT5 inh	S100A4 MyoIIA	C2C12 statin	ERAP1 HTS inh	PGC1a acetyl inh	Xi reactivation	LGR2 inh	Cneo AK release
Cn1cc(S(=O)(=O)Oc2ccccc2)c(=O)n(C)c1=O	-1	-1	.	3	4	0.4	-8	.
Fc1cccc(CNc2ncnc3cc(Cl)ccc23)c1F	-3	-2	-7	-5	4	0.0	10	-1
O=C(C[C@H]1C=C[C@H](NC(=O)C2CCOCC2)[C@@H](CO)O1)Nc1nccs1	-1	22	.	0	10	0.0	10	.
NNC(=O)c1cc2c(ccc3ccccc32)o1	-2	-7	.	5	3	0.1	-19	.
CO[C@@H]1CN(C)C(=O)c2cc(NC(=O)C3CC3)ccc2OC[C@H](C)N(C(=O)CN2CCOCC2)C[C@H]1C	5	0	-1	.	15	-0.4	-11	-1
O=C(Cn1nnc(-c2ccccc2NC(=O)c2ccccc2F)n1)NC1CCCC1	3	-14	3	1	.	0.2	.	3
CN(Cc1nc(-c2ccc(Cl)cc2)no1)C(=O)c1ccco1	-1	2	11	-2	.	0.4	-4	-1
O=C(O)c1cccc(NS(=O)(=O)c2ccc(Cl)c(C(=O)Nc3cccc([N+](=O)[O-])c3)c2)c1	-1	0	.	.	4	-0.1	-3	.
C[C@H]1CN([C@@H](C)CO)C(=O)CCCn2cc(nn2)CO[C@H]1CN(C)Cc1ccccc1C(F)(F)F	0	47	-12	2	-11	0.1	-3	-9
COc1ccc(C(=O)C2CCCN(C(=O)CCc3ccccn3)C2)c(C)c1 (stereo unspecified)	-3	7	-3	-6	.	0.3	4	.
Cn1nc(N)nc1N1CCN(c2ccc(F)cc2)CC1	0	-5	.	3	-1	0.0	16	.
CCN(CC)c1ccc(NC(=O)c2cnccn2)cc1S(=O)(=O)Nc1ccc(OC)cc1	.	.	.	.	-13	0.0	4	-7
Cc1ccc(S(=O)(=O)N2[C@@H](c3ccc(F)cc3)C(C(=O)O)=CC[C@H]2c2ccc(C(C)C)cc2)cc1	12	8	5	24	5	0.0	.	0
CC(C)NC(=O)N(C)C[C@H]1Oc2ccc(NC(=O)c3ccncc3)cc2CC(=O)N([C@@H](C)CO)C[C@@H]1C	1	4	-2	-2	13	-1.1	8	-1
CC(O)CNc1nc2ccccc2n1CC(=O)NC12CC3CC(CC(C3)C1)C2 (stereo unspecified)	0	-1	.	-7	-3	-0.2	11	.
C[C@@H]1CN([C@@H](C)CO)C(=O)c2cc(NC(=O)Cn3cnnn3)ccc2O[C@H]1CN(C)C	-6	5	-5	3	3	-1.5	-17	-4
CCCNC(=O)c1ccc2c(=O)n(Cc3ccco3)c(=S)[nH]c2c1	-1	4	2	-2	4	0.0	11	-1
Cc1cc(C(=O)Nc2ccc3c(c2)C(=O)N(C)[C@@H]2CC[C@H](CC(=O)NCC(F)(F)F)O[C@@H]2CO3)no1	3	5	-16	-2	-4	0.1	-9	-7
CCCNC(=O)N1[C@@H]2Cn3c(ccc(-c4cccc(OC)c4)c3=O)[C@H]1[C@@H](C(=O)NC1CCC1)[C@@H]2CO	-35	3	-27	-2	.	0.2	-5	50
O=C(Nc1ccc(Cl)cc1)c1ccc2ncsc2c1	-3	-3	1	0	-7	0.1	-95	0
CC(=O)Nc1c([N+](=O)[O-])cc2c3c(cccc13)CC2	.	0	0	2	-3	0.0	-1	2
Cc1ccc2nc(C)cc(N/N=C/c3ccc(F)cc3)c2c1	-3	5	25	-2	.	0.2	-28	-1
CC1(C)C2CCC1(C)C(SC(=N)N)C2 (stereo unspecified)	-8	5	.	0	.	-0.1	40	.
CCC(CO)Nc1ncnc2c1cnn2-c1ccc(Cl)cc1 (stereo unspecified)	-3	-4	-34	-2	-2	0.0	25	-14
O=C(Nc1nnc(-c2ccco2)o1)c1cccc(Cl)c1	-4	6	.	1	-4	0.0	5	.
O=C(O)/C=C\C(=O)Nc1ccc(N2CCN(c3cccc(Cl)c3)CC2)cc1	8	-4	.	0	-7	0.0	0	.
Cc1ccc(S(=O)(=O)N[C@H]2CC[C@H](CCNC(=O)C3CCOCC3)O[C@@H]2CO)cc1	-1	2	-2	4	0	0.0	2	-8
CCCNC(=O)N1C[C@@H](O)COC[C@H]2O[C@H](CC(=O)N3CCOCC3)CC[C@@H]21	3	-5	0	-1	-5	-0.1	6	-1
Cc1ccc([C@H]2C[C@@H](n3cc(-c4ccc(F)cc4)nn3)[C@H](O)CN2C(=O)c2cccs2)cc1	1	-2	9	-4	12	-0.1	5	.
O=C(Nc1ccc2c(c1)[C@H]1C[C@@H](CC(=O)N3CCCCC3)O[C@@H](CO)[C@H]1O2)Nc1ccccc1F	-7	11	-4	.	-5	0.0	-1	0
O=C(c1ccc(F)cc1Cl)N1CCN(CCc2ccccc2)CC1	0	0	-3	-1	.	0.0	0	-6
COc1ccc(S(=O)(=O)N(C)C[C@H]2Oc3ccc(NS(=O)(=O)c4ccc(F)cc4)cc3C(=O)N([C@H](C)CO)C[C@H]2C)cc1	4	-6	36	2	1	-1.2	5	-3
CNC[C@@H]1Oc2c(NC(=O)c3ccncc3)cccc2C(=O)N([C@H](C)CO)C[C@@H]1C	-4	6	1	-2	-1	-0.8	12	-2
O=C(COC(=O)c1cc(-c2cccs2)nn1-c1ccccc1)Nc1cc([N+](=O)[O-])ccc1Cl	1	-2	.	-5	-6	0.0	0	0
C/C(=N\NC(=O)c1ccccc1Cl)c1ccccn1	-6	2	37	-7	.	1.2	-14	-3
COC(=O)c1cnc(Nc2nc(C(N)Cc3ccccc3)cs2)nc1C(F)(F)F (stereo unspecified)	-6	2	-7	0	-20	0.0	-12	-2
COc1ccc(C(C)=O)cc1CC(=O)Nc1cccc(S(=O)(=O)N2CCOCC2)c1	1	0	4	-3	.	0.4	3	0
O=C(OCC(=O)N1CCCC1)c1ccc(S(=O)(=O)Nc2ccccc2)cc1	-1	-5	-1	1	10	0.3	4	-5
C[C@@H]1CC=C[C@H]2[C@H]1C(=O)N(Cc1ccccc1)[C@H]2c1ccc2ccccc2c1	.	6	13	-1	.	0.1	.	2
CS(=O)(=O)c1ccc(Cl)c(NC(=O)COC(=O)c2cccc(C#N)c2)c1	0	1	1	-1	.	-0.3	11	-2
CCC(=O)Nc1ccc2c(c1)C(=O)N(C)C[C@H](OC)[C@H](C)CN(Cc1ccccc1)[C@@H](C)CO2	2	20	-8	0	1	0.5	17	0
N#Cc1ccc(-c2cn3c(n2)SCC3)cc1	-38	0	2	0	-2	0.0	-17	2
Cc1ccc2c(C)c(C(=O)Nc3ccc(S(=O)(=O)Nc4onc(C)c4C)cc3)oc2c1	6	-3	2	1	8	0.2	-32	-1

These rows are one share of the data; rates above refer to the full screens.
